# Screening results as filed in PubChem BioAssay.
# GPR55 activation – selective activators of receptor GPR55 – imaging, U2OS cells, beta-arrestin-GFP redistribution, primary screen (AID 1961) | U2OS GPR55 beta-arrestin-GFP redistribution imaging; higher % means a stronger effect | activation, % at 10 µM, or EC50 in µM where a hit was titrated | hit rate 0.048% among 290,000;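 active = activation above 40% with more than 50 cells counted in the well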;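 note: U2OS osteosarcoma cells stably expressing GPR55 and beta-arrestin-GFP; plate controls were DMSO negative control for no effect and LPI positive control for full effect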
# K1F lysis inhibition – protection from phage-mediated lysis, alamar blue read-out – E. coli UTI89, K1F phage, bacterial capsule biogenesis inhibitors (AID 488966); E. coli UTI89 K1F phage lysis, alamar blue, 2 h; higher % means a stronger effect; hit rate 0.02% among 340,000; one-dose inhibition, % at 100 µM; IC50 in µM for titrated hits;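 active = phage lysis inhibition, versus mean bacterial control, above a set limit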;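 note: capsule biogenesis inhibitors block K1F phage lysis so surviving cells raise fluorescence; higher fluorescence means more inhibition of phage lysis; actives were called in the ten point dose series up to 300 µM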
# KOR beta-arrestin-1 – KOR agonists, beta-arrestin recruitment, primary screen, cell-based, luminescence, uHTS (AID 1777). KOR beta-arrestin recruitment, luminescence; higher % means a stronger effect. activation, % at 10 µM; hits with a dose series show EC50 in µM. hit rate 0.02% among 280,000; in the data active = activation above about 50%, passing the limit was not always enough; note: a part of the inactive calls stands beside numbers as strong as those of hits
# NOD1 NF-kB reporter – inhibition of NOD1-driven NF-kB reporter – cell-based, luminescence, uHTS, primary screen (AID 1578); hit rate 1% among 290,000; NOD1-driven NF-kB luciferase reporter cells, luminescence; higher % means a stronger effect; inhibition, % at 4 µM; hits with a dose series show EC50 in µM; in the data active = inhibition mostly above about 36%, no sharp cut-off; inactive = mostly below about 34%;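 note: HEK-293T reporter cells stimulated with the NOD1 agonist gamma-tri-DAP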
# GPR55 LPI antagonism – GPR55 antagonists blocking LPI-driven arrestin recruitment, primary screen, imaging, U2OS, beta-arrestin-GFP, LPI agonist (AID 2013); hit rate 0.13% among 290,000; inhibition, % at 10 µM; hits with a dose series show IC50 in µM; U2OS GPR55 beta-arrestin-GFP translocation imaging, LPI antagonism; higher % means a stronger effect;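 active = spots per cell inhibited over 60%, with over 100 cells counted and total cytoplasm intensity under 500,000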;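 note: U2OS cells stably carrying GPR55 and arrestin-GFP stimulated by 5 µM LPI near EC80; imaged beta-arrestin-GFP aggregate spots per cell after agonist stimulation; plate controls were LPI-stimulated DMSO wells for no effect and DMSO wells without LPI for full effect; some results filed as inactive read as strong as hits; confirmed hits need IC50 under 10 µM and bright autofluorescent wells are also inconclusive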
# KOR beta-arrestin-2 – KOR antagonists, beta-arrestin recruitment, cell-based, luminescence, uHTS (AID 1778) | KOR beta-arrestin recruitment, luminescence, antagonist mode; higher % means a stronger effect | one-dose inhibition, % at 10 µM; IC50 in µM for titrated hits | hit rate 0.091% among 290,000; in the data active = inhibition above about 50%; note: strong numbers were not always called active
# NTR1 agonist – agonists of NTR1, primary screen, imaging, U2OS cells, beta-arrestin-GFP, high content (AID 493036). P30989. NTR1-U2OS beta-arrestin-GFP spot imaging, agonist mode. activation, % at 20 µM. hit rate 0.17% among 330,000;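 active = activation at or above 40% of the spot to cytoplasm intensity ratio, with at least 20 cells analyzed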;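 note: 0% = DMSO without peptide and 100% = 100 nM NTR1 peptide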
# Target sequence (P30989 whole entry, looked up): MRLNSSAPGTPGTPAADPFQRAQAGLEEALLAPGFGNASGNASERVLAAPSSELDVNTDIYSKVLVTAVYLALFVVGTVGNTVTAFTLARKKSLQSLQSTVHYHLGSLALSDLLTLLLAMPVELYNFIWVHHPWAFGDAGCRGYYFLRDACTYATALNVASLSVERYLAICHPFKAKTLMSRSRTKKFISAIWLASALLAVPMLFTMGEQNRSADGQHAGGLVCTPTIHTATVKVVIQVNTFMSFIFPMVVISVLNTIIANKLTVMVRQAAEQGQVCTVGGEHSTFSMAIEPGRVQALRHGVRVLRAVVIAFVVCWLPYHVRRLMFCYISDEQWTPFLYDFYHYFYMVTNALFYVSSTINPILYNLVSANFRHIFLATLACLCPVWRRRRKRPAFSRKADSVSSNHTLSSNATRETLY
# MgcRacGAP inhibition – MgcRacGAP GTPase-activating activity inhibitors, confirmation, biochemical, ADP Hunter fluorescence. hit rate 0.6% among 340,000. MgcRacGAP-stimulated Rac1 GTP hydrolysis, ADP Hunter fluorescence; higher % means a stronger effect; GST-tagged Rac1 F28L mutant substrate. AID 624330. one-dose inhibition, % at 30 µM; IC50 in µM for titrated hits;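 active = first-screen hits whose inhibition reached a set limit at any dose in the follow-up dose series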;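 note: fluorescence reports GDP produced by GAP-driven GTP hydrolysis; strong numbers were not always called active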
# GPR35 arrestin U2OS – GPR35 antagonists blocking zaprinast-driven arrestin recruitment, primary screen, imaging, U2OS, beta-arrestin-GFP, zaprinast agonist (AID 2058); U2OS GPR35 beta-arrestin-GFP translocation imaging, zaprinast antagonism; higher % means a stronger effect; inhibition, % at 10 µM; hits with a dose series show IC50 in µM; hit rate 0.052% among 290,000;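 active = inhibition of at least 50% with at least 30 cells and total cytoplasm GFP at most 10,000,000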
# NTR1 agonist cell count 20 µM – recorded beside NTR1 agonist, whose call it bears; cell count; measured here: cell count, cytotoxicity flag
# The depositor's hits bear a star; nt = no result given; [ ] = dose if it differs, or a comment. These rows are one share of the data. The share of hits here may be higher or lower than overall.
# Results follow in this order: MgcRacGAP inhibition, KOR beta-arrestin-1, GPR35 arrestin U2OS, K1F lysis inhibition, NTR1 agonist cell count 20 µM, NTR1 agonist, KOR beta-arrestin-2, GPR55 activation, NOD1 NF-kB reporter, GPR55 LPI antagonism
(1) O=C(Nc1ccc(S(=O)(=O)Nc2nccc(C3Cc4ccccc4C(=O)O3)n2)cc1)c1ccccc1 (stereo not given)
 : 8%, -1.5%, -7%, -0.1%, 62, 1.1, 5%, 0.6%, 2%, 7%
(2) O=S(=O)(Nc1cccnc1)c1ccc(F)cc1
 : 6%, -5.7%, 2%, 0.3%, 72, 0.2, -30%[20 µM], -0.3%, -13%, 0%
(3) CCn1cc(C(=O)N2CC(C)CC(C)C2)c(=O)c2cc(S(=O)(=O)N3CCOCC3)ccc21 (stereo not given)
 : 5%, 6.0%, 7%, 0.6%, 84, 0.2, 11%, -0.1%, 5%, -12%
(4) O=C1c2cccnc2C(=O)N1c1ccccc1-c1ccccc1
 : 4%, -3.4%, 0%, 0.3%, 83, -2.1, -8%, 0.5%, -6%, -16%
(5) COc1ccccc1N1CCN(Cc2nc(N)nc(Nc3ccc(C)cc3)n2)CC1
 : 6%, 1.1%, 1%, -0.6%, 86, 1.2, 13%, -0.1%, 2%, 2%
(6) O=C(O)CC1(CC(=O)NCc2ccncc2)CCCCC1
 : 2%, 3.3%, 11%, -0.5%, 50, 0.0, nt, -0.2%, -4%, 8%
(7) Oc1c(N=Nc2ccccc2)sc2ccccc12
 : 5%, -2.8%, -2%, -0.1%, 55, 2.7, 16%, -0.2%, -16%, 11%
(8) COc1ccc(-c2cc(C(F)F)nc(-n3nc(C)cc3C)n2)cc1
 : 6%, 1.2%, 4%, -0.8%, 54, 5.1, -10%, -2.3%, 12%, 8%
(9) Cc1nc(-c2ccc(Cl)cc2)sc1C1(C)CC(c2ccc(C#N)cc2)=NO1 (stereo not given)
 : 11%, 7.8%, -8%, 0.5%, 75, -3.5, -18%, 0.3%, 0%, -1%
(10) N#C/C(=C\c1c(Cl)cccc1Cl)c1nc2ccccc2[nH]1
 : 7%, 7.7%, -2%, 0.4%, 92, 0.6, 15%, 0.3%, -3%, 2%
(11) COc1ccccc1NS(=O)(=O)c1cc(NC(=O)c2sc3cc(Cl)ccc3c2Cl)ccc1C
 : 7%, -2.8%, -7%, -0.4%, 84, -1.3, 1%[20 µM], -0.1%, -42%, -5%
(12) C=CCOc1cccc(CNc2cccc(C(=O)O)c2)c1
 : 11%, -1.6%, 0%, 0.4%, 47, 0.5, 20%, -0.2%, -7%, 9%
(13) CN(C)C(=O)c1c([N+](=O)[O-])c(C(C)(C)C)nn1C
 : 2%, 1.4%, 18%, 0.1%, 54, 0.7, 10%, -0.3%, -11%, -16%
(14) Cc1oc2ccccc2c1-c1cn2c(n1)SCC2
 : 18%, 3.0%, -7%, -0.2%, 54, 0.7, 29%, 0.3%, nt, 8%
(15) O=C(NCC1CCS(=O)(=O)C1)Oc1ccccc1 (stereo not given)
 : 4%, -1.0%, 3%, 0.0%, 91, 3.2, 2%, 0.7%, -16%, 6%
(16) Cc1cccc(C(=O)NCCc2ccccc2)c1
 : 8%, -19%, -11%, 0.0%, 58, -0.4, 9%, 0.4%, 1%, -7%
(17) CCN(CC)CCNC(=O)c1ccc(NS(=O)(=O)c2ccc3c(c2)OCCO3)cc1
 : 4%, -6.9%, -4%, -0.5%, 34, 0.4, 15%, -0.3%, -20%, 12%
(18) COc1ccc(Cl)cc1NC(=O)CCS(=O)(=O)c1ccc(Br)cc1
 : 7%, -3.8%, 17%, 0.0%, 75, 3.2, -1%, 0.0%, -1%, 4%
(19) O=C(OCCOc1cccc(Cl)c1)C1CCN(S(=O)(=O)c2ccccc2)CC1
 : -7%, 7.5%, -1%, 0.4%[50 µM], 53, 3.3, -4%, -0.1%, -8%, 0%
(20) COc1ccc(-c2nn(-c3ccccc3)cc2/C=C(\C#N)C(N)=O)cc1[N+](=O)[O-]
 : 5%, 17%, -1%, -0.5%, 49, 0.7, -67%[20 µM], -0.1%, -20%, 11%

# A second format for twelve compounds above.
item | SMILES | MgcRacGAP inhibition | KOR beta-arrestin-1 | GPR35 arrestin U2OS | K1F lysis inhibition | NTR1 agonist cell count 20 µM | NTR1 agonist | KOR beta-arrestin-2 | GPR55 activation | NOD1 NF-kB reporter | GPR55 LPI antagonism
1 | O=C(Nc1ccc(S(=O)(=O)Nc2nccc(C3Cc4ccccc4C(=O)O3)n2)cc1)c1ccccc1 (stereo not given) | 8% | -1.5% | -7% | -0.1% | 62 | 1.1 | 5% | 0.6% | 2% | 7%
2 | O=S(=O)(Nc1cccnc1)c1ccc(F)cc1 | 6% | -5.7% | 2% | 0.3% | 72 | 0.2 | -30%[20 µM] | -0.3% | -13% | 0%
3 | CCn1cc(C(=O)N2CC(C)CC(C)C2)c(=O)c2cc(S(=O)(=O)N3CCOCC3)ccc21 (stereo not given) | 5% | 6.0% | 7% | 0.6% | 84 | 0.2 | 11% | -0.1% | 5% | -12%
4 | O=C1c2cccnc2C(=O)N1c1ccccc1-c1ccccc1 | 4% | -3.4% | 0% | 0.3% | 83 | -2.1 | -8% | 0.5% | -6% | -16%
5 | COc1ccccc1N1CCN(Cc2nc(N)nc(Nc3ccc(C)cc3)n2)CC1 | 6% | 1.1% | 1% | -0.6% | 86 | 1.2 | 13% | -0.1% | 2% | 2%
6 | O=C(O)CC1(CC(=O)NCc2ccncc2)CCCCC1 | 2% | 3.3% | 11% | -0.5% | 50 | 0.0 | nt | -0.2% | -4% | 8%
7 | Oc1c(N=Nc2ccccc2)sc2ccccc12 | 5% | -2.8% | -2% | -0.1% | 55 | 2.7 | 16% | -0.2% | -16% | 11%
8 | COc1ccc(-c2cc(C(F)F)nc(-n3nc(C)cc3C)n2)cc1 | 6% | 1.2% | 4% | -0.8% | 54 | 5.1 | -10% | -2.3% | 12% | 8%
9 | Cc1nc(-c2ccc(Cl)cc2)sc1C1(C)CC(c2ccc(C#N)cc2)=NO1 (stereo not given) | 11% | 7.8% | -8% | 0.5% | 75 | -3.5 | -18% | 0.3% | 0% | -1%
10 | N#C/C(=C\c1c(Cl)cccc1Cl)c1nc2ccccc2[nH]1 | 7% | 7.7% | -2% | 0.4% | 92 | 0.6 | 15% | 0.3% | -3% | 2%
11 | COc1ccccc1NS(=O)(=O)c1cc(NC(=O)c2sc3cc(Cl)ccc3c2Cl)ccc1C | 7% | -2.8% | -7% | -0.4% | 84 | -1.3 | 1%[20 µM] | -0.1% | -42% | -5%
12 | C=CCOc1cccc(CNc2cccc(C(=O)O)c2)c1 | 11% | -1.6% | 0% | 0.4% | 47 | 0.5 | 20% | -0.2% | -7% | 9%
